Dynein transport – inhibitors of GR-EGFP nuclear translocation, primary screen, dynein cargo transport inhibitor project, imaging, high-content, 3617.4 mouse cells; test concentration mostly 20 µM; stimulated with dexamethasone, 1 µM; active compounds read low; z-score, hits read low; 220,000 tested, 0.47% active;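 active = plate z-score of nuclear minus cytoplasmic receptor signal below a set negative limit, without overly bright fluorescence or cell loss, cut at about -3.5 in these data, passing the limit was not always enough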;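 note: z-score of nuclear minus cytoplasmic ring GR-EGFP intensity difference per well; some compounds called inactive have numbers as strong as hits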
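medium = tetracycline-free induction medium containing charcoal-stripped FBS | also added = 1.0 µM final dexamethasone stimulus | schedule = 48 h induction, 1 h compound, 30 min dex at 37 °C | technique = fixed, Hoechst-stained cells imaged at 10x for EGFP | measure = GR-EGFP nuclear translocation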
MT stabilize HCS – microtubule stabilizers in HeLa cells, primary screen, imaging, high-content imaging; HeLa tubulin immunostaining HCS, 24 h; share of cells brighter than vehicle mean+2SD; % tubulin-high responders, % at 10 µM; 200,000 tested, 0.83% active;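 active = plate Z-score above 3 for both tubulin-high and condensed-nucleus cell shares, with cell loss under 80%, at 10 µM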;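 note: anti alpha tubulin signal scored within the nucleus-defined area of each cell; some results filed as inactive read as strong as hits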
Ins promoter up – insulin promoter activators in MIN6 cells, imaging, high-content screening, mouse beta cells; MIN6 insulin promoter-GFP reporter; active compounds read high; z-score at 5 µM; 190,000 tested, 0.3% active; AID 1625, 2009;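 active = z-score above 3 at 5 µM with at least 500 cells counted in the well; inconclusive = wells under 500 cells, flagged as cytotoxic or low count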
Hep lipid drop – inhibitors of hepatocyte lipid droplet formation, primary screen, imaging, high-throughput imaging, BODIPY stain; AML12 mouse hepatocytes, oleate lipid droplets; inhibition, % at 6.5 µM; 240,000 tested, 0.4% active;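 active = lipid droplet intensity inhibited by at least 50%, with more than 500 cells counted; inconclusive = wells with under 300 cells, treated as cytotoxic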
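Test system: AML12 hepatocytes (mouse); reagent: oleate loading, 100 µM; dosing: one dose, 6.5 µM compound; incubation: overnight exposure; signal: fluorescence imaging, 20x objective, two fields per well; read-out basis: % inhibition of corrected integrated BODIPY droplet signal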
human PMI inhibition – inhibitors of human PMI, primary screen, biochemical, fluorescence intensity, coupled assay (AID 1209) | Mannose-6-phosphate isomerase (Homo sapiens) | purified PMI enzyme, coupled fluorescence intensity; higher % means a stronger effect | inhibition, % at 20 µM, or IC50 in µM where a hit was titrated | 190,000 tested, 0.42% active; in the data active = inhibition above about 50%;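 note: plate controls were DMSO vehicle for no effect and wells lacking substrate for full effect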
TNAP activation fold – human TNAP enzyme activators, primary screen, biochemical, luminescent, no phosphate acceptor, uHTS (AID 1001); Alkaline phosphatase, tissue-nonspecific isozyme (Homo sapiens); purified TNAP, luminescent activation assay, no phosphate acceptor; higher activation fold means a stronger effect; activation fold at 20 µM; hits with a dose series show EC50 in µM; 200,000 tested, 0.03% active; in the data active = activation fold from about 3, or a potency from the dose series; inactive = the rest, 99 in 100 with activation fold below about 1.6; note: many of its hits are not listed in these tables
Myeloid diff 2 – induction of myeloid progenitor differentiation, primary screen, cell-based, flow cytometry, MLPCN library; ER-HoxA9 myeloid progenitors, lysozyme-GFP differentiation; calls only at 10 µM; 360,000 tested, 1% active; AID 624256, 2012;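 active = normalized GFP-positive differentiation at or above the plate's own cutoff, the solvent-only control mean plus 3 SD; inconclusive = no clear call, values can overlap the other calls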;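 note: cells exposed to compound for four days before flow analysis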
T cell modulator – modulators of CD8 T cell-vesicle binding, primary screen, mouse 2C CD8+ T cells, flow cytometry; 330,000 tested, 0.068% active; AID 2052, 2009; calls only at 7 µM; 2C CD8+ T cell-vesicle binding; active compounds read low;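 active = response, share of CD8 T cells binding vesicles, and their 90th percentile fluorescence all below set limits, cut at about 80% in these data, passing the limit was not always enough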
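incubation = binding step 1.5 h, 37 °C, antibody labelling 20 min, ice | test system = 2C mouse CD8+ T cells | read-out basis = percent CD8+ FL2 mean versus row control | controls = Peptide-free naked vesicles (low) and QL9 vesicles with 0.7% DMSO vehicle (high) | detection = flow cytometry of vesicle-bound cells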
b-catenin transl – modulators of beta-catenin nuclear translocation, primary screen, imaging, HeLa cells, immunofluorescence, high-content | nuclear translocation activity, % at 5 µM | 190,000 tested, 0.3% active;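 active = nuclear translocation activity above 50% at 5 µM, with a well cell count of 50 or more; inconclusive = wells under 50 cells across six images, flagged as toxic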;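 note: per-cell ratio of nuclear to cytoplasmic median beta-catenin stain intensity; plate controls were DMSO negative control for no effect and GSK-3 inhibitor IX positive control for full effect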
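System: HeLa cells, endogenous beta-catenin; compound dosing: 5 µM primary single dose, 0.1% DMSO, 0.02–20 µM confirmation series; incubation: 24 h compound exposure at 37°C, 5% CO2; signal: beta-catenin immunofluorescence imaging with DAPI; evaluation: % activation, nuclear-to-cytoplasmic median beta-catenin signal ratio per cell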
Dynein transport cytoplasmic EGFP – recorded beside Dynein transport, whose call it bears; z-score; measured here: cytoplasmic GR-EGFP intensity; active compounds read high
Dynein transport nuclear GR-EGFP – second read-out of Dynein transport, no call of its own (marks repeat the call); z-score; measured here: nuclear GR-EGFP intensity;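 lower value marks the stronger effect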
Dynein transport cell count – also measured in Dynein transport; calls as there; z-score; measured here: cell count per field
Ins promoter up cell count – also measured in Ins promoter up; calls as there; cell count; measured here: cytotoxicity, nuclei count;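 total cells summed across four imaged fields per well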
Hep lipid drop cells 6.5 µM – second read-out of Hep lipid drop, no call of its own (marks repeat the call); cell count; measured here: cell count, cytotoxicity flag;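 cells counted across two imaged fields per well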
b-catenin transl cell count 5 µM – further read-out of b-catenin transl, marked with its call; cell count; measured here: cell count, cytotoxicity flag
T cell modulator vesicle-bound % – recorded beside T cell modulator, whose call it bears; double positive events, %; measured here: CD8+ vesicle-bound cell fraction;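 binding gate set so that unloaded-vesicle control wells show 10% double positive cells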
MT stabilize HCS Hoechst-high % – further read-out of MT stabilize HCS, marked with its call; % Hoechst-high responders; measured here: nuclear condensation Hoechst responders;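 share of cells brighter than vehicle mean plus two SD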
MT stabilize HCS cytotoxicity % – also measured in MT stabilize HCS; calls as there; toxicity, %; measured here: cytotoxicity by cell density;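 0% = mean cell density of plate MIN control wells and 100% = no cells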
Myeloid diff 2 GFP+ MAC1+ % – recorded beside Myeloid diff 2, whose call it bears; GFP+ MAC1+ double positive, %; measured here: differentiation confirmed by MAC1 staining
An asterisk follows results filed as active; i = inactive; ? = inconclusive; · = not tested or not shown. The list is partial (hit frequency here may not be typical).

SMILES	Dynein transport	Dynein transport cytoplasmic EGFP	Dynein transport nuclear GR-EGFP	Dynein transport cell count	MT stabilize HCS	MT stabilize HCS Hoechst-high %	MT stabilize HCS cytotoxicity %	Ins promoter up	Ins promoter up cell count	Hep lipid drop	Hep lipid drop cells 6.5 µM	human PMI inhibition	TNAP activation fold	Myeloid diff 2	Myeloid diff 2 GFP+ MAC1+ %	T cell modulator	T cell modulator vesicle-bound %	b-catenin transl	b-catenin transl cell count 5 µM
COC(=O)c1ccc(CN2CCN(Cc3ccccc3)CC2)cc1	-1.3	-0.35	-0.55	0.76	5.9	3.4	9.0	0.31	1064	·	·	-7%	1.1	i	3.8	i	9	0.3	1137
CN1C(=O)N(C)C(=O)C(CCc2ccncc2)(CCc2ccncc2)C1=O	0.25	-0.33	0.23	0.57	0.5	0.7	1.8	0.27	1425	13	716	13%	1.1	i	0.8	i	40	1.8	1039
CCn1c(O)c(C=NCCN2CCOCC2)c(=O)n(CC)c1=S	-0.28	-0.24	0.28	0.59	·	·	·	-0.34	1097	-7	692	·	·	i	0.7	i	7	0.4	1263
O=C(c1cc2c(s1)CCCC2)N1CCC2(CC1)OCCO2	0.54	-0.047	0.45	-1.4	2.9	0.8	12	1.4	1220	5	711	9%	1.1	i	2.0	i	9	·	·
COc1ccc(CC2C(=O)N(c3ccccc3)C(=O)N(c3ccccc3)C2=O)c(OC)c1	-0.88	-0.29	-0.33	0.6	2.0	2.1	7.8	-0.84	1046	·	·	-17%	1	i	1.2	i	23	·	·
CC(=O)N1CCN(CC(=O)Nc2ccc(C#N)c(Cl)c2)CC1	0.83	-0.3	-0.017	-1.3	2.0	2.1	8.4	-0.38	1224	-1	701	-5%	1.1	i	0.4	i	33	-1.4	1111
CC(C)n1nnnc1CN1CCN(C)CC1	-0.067	-0.2	0.055	-0.051	6.7	2.4	5.1	0.16	1070	·	·	8%	1.1	i	1.3	i	44	-5.7	1002
CCCC/C(=N\O)c1c[nH]c2ccccc12	1.2	-0.15	1.3	-0.24	2.6	1.3	6.2	0.43	1212	-42	762	8%	1	i	2.6	i	24	3.8	1186
CCOC(=O)c1c(C)n(COCCO)c2ccc(O)cc12	3.3	-0.12	1.3	-1.9	1.5	1.1	5.9	1.4	1617	·	·	11%	1.1	i	11	i	9	1.2	1203
COc1ccc(CN2C(=O)NC(=O)/C(=C/c3ccc([N+](=O)[O-])s3)C2=O)cc1	-4.3*	0.84*	-2.2*	1.5*	·	·	·	0.18	1454	21	778	·	·	i	0.6	i	17	-1.6	1149
CC(C)Oc1ccc(C2(C#N)CC[N+](C)(C)CC2)cc1	0.94	-0.17	0.56	0.18	3.5	2.8	9.2	0.02	1446	-6	694	12%	1.1	i	0.3	i	0	-0.6	1051
COc1cccc(NC(=O)N2CCC3(CC2)OCCO3)c1	0.46	-0.078	0.052	-0.59	1.3	4.2	8.8	0.68	1345	-2	563	11%	1.1	i	0.3	i	18	-0.4	830
CCOc1ccccc1N1C(=O)NC(=O)/C(=C/c2ccc3c4c(cccc24)CC3)C1=O	-0.24	-0.15	-0.19	-0.62	1.5	2.0	5.0	-0.3	1481	·	·	12%	1.1	i	3.5	i	54	-0.9	1386
COc1ccn(C)c(=O)c1C#N	0.4	-0.28	0.38	-0.087	1.3	1.2	6.6	-0.58	1413	8	713	3%	1	i	2.3	i	27	-1.5	1073
CCOC(=O)COc1ccc2c(c1)c(C(C)=O)c(C)n2Cc1ccccc1	0.27	-0.33	0.43	-0.064	2.6	2.4	1.7	-1.2	1308	3	683	3%	1.2	i	0.6	i	53	-1.9	1034
Cc1cc(C=C2C(=O)NC(=O)NC2=O)c(C)n1-c1cccnc1	-0.73	-0.71	-0.63	-0.024	·	·	·	0.58	981	4	696	·	·	i	0.3	i	42	0.7	1342
C=CCn1c(O)c(C=NCCCn2ccnc2)c(=O)[nH]c1=O	-0.69	-0.14	-0.43	0.61	·	·	·	0.31	1055	2	701	·	·	i	0.4	i	26	-2.7	1547
CN(C)S(=O)(=O)c1cc(NC(=O)C[N+]23CCN(CC2)CC3)ccc1Cl	0.14	0.14	0.48	-0.83	1.8	2.9	0.3	0.79	1244	-8	599	13%	1	?	·	i	21	-1.2	1134
S=P(NC1CCCCC1)(N1CC1)N1CC1	-1	-0.22	-0.078	0.77	·	·	·	·	·	3	702	·	·	?	·	i	35	-0.5	1223
CCNC(=S)N(C)CCc1cc2c(c(OC)c1C=C1C(=O)N(C)C(=O)N(C)C1=O)OCO2	-0.05	-0.64	-0.16	-0.53	·	·	·	-0.86	966	-11	663	·	·	i	0.9	i	56	-0.2	1368
CCOP(=O)(OCC)C(NC(=O)c1cccc([N+](=O)[O-])c1)C(Cl)(Cl)Cl (configuration not stated)	0.11	-0.24	0.48	0.46	·	·	·	0.34	1109	3	653	·	·	i	0.6	i	39	0.3	1327
Cc1cc(OCC(=O)Nc2cc(C)nn2-c2ccccn2)c2c3c(c(=O)oc2c1)CCC3	·	·	·	·	·	·	·	0	1041	·	·	-6%	1.1	·	·	·	·	-3.0	998
O=C(CCS(=O)(=O)c1ccc(Br)cc1)N1CCC2(CC1)OCCO2	0.39	-0.17	0.32	0.77	1.4	3.6	11	-0.53	1253	0	790	8%	1.1	i	0.7	i	45	-0.8	1039
CN(C)C(=Nc1ccccc1)P(=S)(N(C)C)N(C)C	-0.61	-0.29	-0.41	0.55	3.6	2.0	5.9	·	·	-4	737	-14%	1.1	i	0.0	i	55	-0.4	1097
O=C(N/N=C\C1C(=O)NC(=S)N(c2ccccc2)C1=O)c1ccc(O)cc1 (configuration not stated)	-0.36	-0.038	-0.11	0.4	2.6	2.4	8.1	-0.82	1242	15	746	1%	1.1	i	0.1	i	36	0.4	1071

Structures listed so far containing an aryl methoxy group:
SMILES	Dynein transport	Dynein transport cytoplasmic EGFP	Dynein transport nuclear GR-EGFP	Dynein transport cell count	MT stabilize HCS	MT stabilize HCS Hoechst-high %	MT stabilize HCS cytotoxicity %	Ins promoter up	Ins promoter up cell count	Hep lipid drop	Hep lipid drop cells 6.5 µM	human PMI inhibition	TNAP activation fold	Myeloid diff 2	Myeloid diff 2 GFP+ MAC1+ %	T cell modulator	T cell modulator vesicle-bound %	b-catenin transl	b-catenin transl cell count 5 µM
COc1ccc(CC2C(=O)N(c3ccccc3)C(=O)N(c3ccccc3)C2=O)c(OC)c1	-0.88	-0.29	-0.33	0.6	2.0	2.1	7.8	-0.84	1046	·	·	-17%	1	i	1.2	i	23	·	·
COc1ccc(CN2C(=O)NC(=O)/C(=C/c3ccc([N+](=O)[O-])s3)C2=O)cc1	-4.3*	0.84*	-2.2*	1.5*	·	·	·	0.18	1454	21	778	·	·	i	0.6	i	17	-1.6	1149
COc1cccc(NC(=O)N2CCC3(CC2)OCCO3)c1	0.46	-0.078	0.052	-0.59	1.3	4.2	8.8	0.68	1345	-2	563	11%	1.1	i	0.3	i	18	-0.4	830
COc1ccn(C)c(=O)c1C#N	0.4	-0.28	0.38	-0.087	1.3	1.2	6.6	-0.58	1413	8	713	3%	1	i	2.3	i	27	-1.5	1073
CCNC(=S)N(C)CCc1cc2c(c(OC)c1C=C1C(=O)N(C)C(=O)N(C)C1=O)OCO2	-0.05	-0.64	-0.16	-0.53	·	·	·	-0.86	966	-11	663	·	·	i	0.9	i	56	-0.2	1368

Bioassay records (PubChem)
